Artemis endo inh = Artemis endonuclease inhibitors, primary screen, biochemical, fluorescence intensity, FAM/BHQ-1 hairpin substrate | recombinant Artemis, quenched FAM hairpin cleavage fluorescence | Protein artemis (Homo sapiens), Q96SD1 | inhibition, % at 10 µM | 30,000 tested, 0.78% active;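 active means at 10 µM dose, at least 30% inhibition, measured as corrected fluorescence normalized to stimulator and neutral control wells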
Target sequence (Q96SD1 whole entry, looked up): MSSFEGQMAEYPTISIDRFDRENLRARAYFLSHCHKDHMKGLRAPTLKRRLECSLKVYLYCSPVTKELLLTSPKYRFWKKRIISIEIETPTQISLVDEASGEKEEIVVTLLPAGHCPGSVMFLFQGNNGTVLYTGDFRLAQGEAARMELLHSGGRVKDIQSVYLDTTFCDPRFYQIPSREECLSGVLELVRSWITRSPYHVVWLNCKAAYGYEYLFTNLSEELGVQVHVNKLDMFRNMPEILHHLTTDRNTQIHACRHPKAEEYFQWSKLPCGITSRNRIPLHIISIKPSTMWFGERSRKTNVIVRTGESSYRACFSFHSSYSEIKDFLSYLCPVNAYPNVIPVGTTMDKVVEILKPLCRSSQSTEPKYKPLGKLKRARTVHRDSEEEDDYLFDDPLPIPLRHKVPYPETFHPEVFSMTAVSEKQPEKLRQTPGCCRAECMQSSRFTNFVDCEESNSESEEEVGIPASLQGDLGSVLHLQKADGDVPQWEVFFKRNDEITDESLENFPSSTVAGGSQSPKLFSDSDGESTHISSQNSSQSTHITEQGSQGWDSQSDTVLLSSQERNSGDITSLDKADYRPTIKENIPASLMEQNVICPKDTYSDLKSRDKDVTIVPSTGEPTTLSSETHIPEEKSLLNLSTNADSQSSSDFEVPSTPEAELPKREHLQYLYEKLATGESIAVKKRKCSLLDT
An asterisk follows results filed as active. Only part of the results is shown. The share of hits here may be higher or lower than overall.

SMILES	Artemis endo inh
C/C(CC(=O)Nc1cc(Cl)ccc1Cl)=N\NC(=O)c1ccco1	-6
COc1ccc(-n2sc3c(c2=S)-c2cc(OC)ccc2NC3(C)C)cc1	3
C#CCOC(=O)C(NC(=O)c1ccccc1)=C(C)C	-6
COc1ccc2cc(C(=O)N3CCCCCC3)sc(=O)c2c1OC	-2
O=C(NC1(C(F)(F)F)C(=O)Nc2c1c(=O)[nH]c(=O)n2Cc1ccco1)C1CC1 (stereo unspecified)	9
Cc1cc(NC(=O)CCS(=O)(=O)c2nc(-c3ccccc3)cc(C(F)(F)F)n2)no1	0
CCSc1nc(N2CCOCC2)c2ccccc2n1	-4
CCOC(=O)C1CCCN(Cc2nc(N)nc(Nc3ccc(C)cc3)n2)C1 (stereo unspecified)	20
COCCCNC(=O)C(C#N)c1nc2ccccc2nc1N1CCCC1 (stereo unspecified)	-2
COC(=O)NCc1cccc(CNC(=O)OC)c1	9
CC(C)C1Cc2c(C#N)c(N)sc(=S)c2CO1 (stereo unspecified)	12
O=C(c1ccncc1)N1CCN(c2cccc(C(F)(F)F)c2)CC1	-7
CCn1cc(C(=O)NCCCN(C)C)c(=O)c2cc(F)c(N3CCN(C)CC3)cc21	-5
C=CCc1ccc(OCC(O)CN2CCCCC2C)c(OC)c1 (stereo unspecified)	0
Cn1ncc(C#N)c1NC(=O)c1nn2cccnc2c1Cl	-3
CC(C)CNS(=O)(=O)c1ccc(CCC(=O)N2CCOCC2)cc1	-6
CCC(C)(C(=O)NC1CCCCC1)N(C)C(=O)c1ccccn1 (stereo unspecified)	0
COc1ccc(C(=S)N2CCN(C)CC2)cc1	6
CCSc1ncc(/C=N/Nc2ccc([N+](=O)[O-])cc2)n1C	0
O=S1(=O)c2cccc3cccc(c23)N1Cc1nnc(-c2ccccc2Br)o1	10
COc1ccc(C(=O)NCc2nnc(SCC(=O)Nc3cc(C)cc(C)c3)o2)cc1OC	-2
Cc1nnc(N(C(=O)c2cnccn2)c2ccccc2)s1	0
COC(=O)CC[C@@H](C(=O)O)N1C(=O)c2ccccc2C1=O	-4
CCN(CC)CCCN=Cc1c(O)n(Cc2ccccc2)c(=O)c2ccccc12	9
Cc1nn(Cc2c(Cl)cccc2Cl)c(C)c1C(=O)NCc1ccc(C)n1C	0
O=C1CC(c2ccc(F)cc2)CC(O)=C1C=NCCN1CCN(C(=O)Nc2ccccc2)CC1 (stereo unspecified)	5
CCNC(=O)N1CCNC(=O)C1CC(=O)Nc1ccc(C(=O)OCC)cc1 (stereo unspecified)	12
S=c1[nH]nc(-c2ccncc2)n1CC1CCCO1 (stereo unspecified)	-10
CCCCOc1ccc(CSc2nncn2N)cc1	5
Cc1cc(=O)oc(C)c1C(=O)OCC(=O)c1ccc(Cl)cc1	-3
Cc1cc(C)c2c3c(cn2n1)c(=O)n(C)c(=O)n3C	0
CCOC(=O)CCCCC(=O)c1[nH]c(=O)[nH]c1CSc1nc(C)cc(C)n1	4
CN(C)Cc1c(O)ccc2c3c(c(=O)oc12)CCCCC3	2
O=C(Nc1ccccc1Cl)c1ccn[nH]1	-10
CCCCc1nc(NCCNC(=O)c2ccccc2)c(C#N)c2c1CSC(C)(C)C2	11
CCC(CC)C(=O)N1CCN(Cc2ccc3c(c2)OCO3)CC1	4
C(=N\N1CCN(C2c3ccccc3-c3ccccc32)CC1)/c1cccs1	-7
CCOc1ccc(C(=O)NC(=S)Nc2ccc(N3CCC(C)CC3)cc2)cc1[N+](=O)[O-]	7
COc1ccc(NC(=O)CSc2nnc(-c3cccs3)n2-c2ccccc2)cc1	0
CCOc1ccc(OCCOc2cccc(C(F)(F)F)c2)cc1	-8
CCCn1c(=O)c(C(=O)NCc2ccc(OC)c(OC)c2)c(O)c2ccccc21	7
O=C(NCc1ccccc1)c1cccc(COc2ccccc2Cl)c1	12
Cn1c(SCc2ccc(C(=O)Nc3nccs3)cc2)nnc1-c1ccccc1	13
COc1ccc(O)c(/C=N/NC(=O)CSc2nnc(C)n2-c2ccccc2)c1	0
CC(=O)NC(c1cccc([N+](=O)[O-])c1)c1c(OC(C)=O)ccc2ccccc12 (stereo unspecified)	-6
COc1ccc(CCN(C(=O)c2cccc(F)c2)C2CC(=O)N(c3ccc(OC)cc3)C2=O)cc1 (stereo unspecified)	-1
CCCCCSc1nc(N2CCOCC2)c2c(c1C#N)CC(C)(C)OC2	10
CC(=O)c1cn(CC(=O)Nc2c(C)cccc2C)c2ccccc12	-5
O=Cc1c(Sc2ccccn2)nc2ccccn2c1=O	-7
O=c1oc2c(CN3CCOCC3)c(O)ccc2c2c1CCCC2	-5
CC1CN(C)C(c2ccccc2)C(C)C12NC(=O)NC2=O (stereo unspecified)	-9
Cc1nnc(SCC(=O)NC2CCCC2)s1	-3
O=C(O)C1C2CCC(C2)C1C(=O)Nc1nc2ccccc2s1 (stereo unspecified)	4
Cc1c(NC(=O)Cn2nc(C(F)(F)F)c3c2CCCC3)c(=O)n(-c2ccccc2)n1C	-7
O=C(Nc1nccs1)C1C2CC3OC(=O)C1C3C2 (stereo unspecified)	-8
CC(C(=O)O)n1nc2ccccc2n1 (stereo unspecified)	-7
Nc1nc(SCC(=O)N2N=C3/C(=C/c4ccco4)CCCC3C2c2ccco2)n[nH]1 (stereo unspecified)	7
O=C(CN(Cc1ccco1)S(=O)(=O)c1ccccc1)N/N=C/c1cccc(O)c1	-8
CC(=O)N(Cc1cc(=O)[nH]c2ccccc12)c1cccc(C)c1	-4
C(=N\N1CCN(Cc2cccc3ccccc23)CC1)/c1ccco1	-2

In another format: results already given
> O=C(Nc1nccs1)C1C2CC3OC(=O)C1C3C2 (stereo unspecified)
  Artemis endo inh = -8

> CC(C(=O)O)n1nc2ccccc2n1 (stereo unspecified)
  Artemis endo inh = -7

Structural class, the compounds so far containing an aryl methoxy group.
SMILES	Artemis endo inh
COc1ccc(-n2sc3c(c2=S)-c2cc(OC)ccc2NC3(C)C)cc1	3
COc1ccc2cc(C(=O)N3CCCCCC3)sc(=O)c2c1OC	-2
C=CCc1ccc(OCC(O)CN2CCCCC2C)c(OC)c1 (stereo unspecified)	0
COc1ccc(C(=S)N2CCN(C)CC2)cc1	6
COc1ccc(C(=O)NCc2nnc(SCC(=O)Nc3cc(C)cc(C)c3)o2)cc1OC	-2
COc1ccc(NC(=O)CSc2nnc(-c3cccs3)n2-c2ccccc2)cc1	0
CCCn1c(=O)c(C(=O)NCc2ccc(OC)c(OC)c2)c(O)c2ccccc21	7
COc1ccc(O)c(/C=N/NC(=O)CSc2nnc(C)n2-c2ccccc2)c1	0
COc1ccc(CCN(C(=O)c2cccc(F)c2)C2CC(=O)N(c3ccc(OC)cc3)C2=O)cc1 (stereo unspecified)	-1

Carrying on:
SMILES	Artemis endo inh
Clc1ccc(Nc2nc(-c3cccnc3)cs2)cc1	-2
Cc1ccc(S(=O)(=O)N(C)CCCC(=O)N2CCOCC2)cc1	-3
CCOc1ccc(NC(=O)CSc2nnc(C(C)C)n2CC)cc1	5
CC(C)(C)c1ccc(NC(=O)COc2ccc(-n3ccnc3)cc2)cc1	9
COC(=O)c1ccc2c(c1)S(=O)(=O)NC(=NCCCN1CCOCC1)S2	3
O=C(NC1CCS(=O)(=O)C1)Oc1ccccc1 (stereo unspecified)	-1
Cc1ncc([N+](=O)[O-])n1CCOC(=O)c1ccc(Cl)cc1Cl	3
CC(C)C(=O)Nc1ccccc1N1CCN(C(=O)c2ccccc2)CC1	-7
CC1(CCc2ccc(O)cc2)NC(=O)NC1=O (stereo unspecified)	-2
CCN(CC)S(=O)(=O)c1ccc(NS(=O)(=O)c2ccc(F)cc2)cc1	0
O=C(CCN1C(=O)C2C3C=CC(C3)C2C1=O)Nc1ccccc1F (stereo unspecified)	-8
CCN(CC)c1c([N+](=O)[O-])ncn1C	-6
COc1cc2c(cc1OC)C(C)N(C(=O)CCN1C(=O)C3C4C=CC(C4)C3C1=O)CC2 (stereo unspecified)	0
COc1ccccc1C1NC(=O)CS1 (stereo unspecified)	-14
Clc1cc(Br)ccc1OCCOCCOc1cccc2cccnc12	2
COCCNc1nc(-n2nc(C)cc2C)nc2sc3c(c12)CCCC3	53*
COCc1nnc(N)s1	-9
Cc1oc(C(C)(C)C)cc1C(=O)Nc1cccc(/C=C/C(=O)O)c1	9
COc1ccc(OC)c(S(=O)(=O)N2CCC(C(=O)NCCc3ccc(OC)c(OC)c3)CC2)c1	-1
O=C(Cn1nnc(-c2ccccc2-n2cnnn2)n1)N1CCCCC1	1
O=S(=O)(c1ccccc1)c1nc(-c2ccco2)oc1NCc1cccnc1	-1
CN(C)/C=C(\C#N)C(=O)Nc1ccc(F)cc1	13
Cc1ccc(NC(=O)C2CC(=O)NC(Nc3cccc(C)c3)=N2)cc1 (stereo unspecified)	-2
COc1ccc2[nH]c(=O)c(CN(Cc3nnnn3Cc3ccc(F)cc3)CC3CCCO3)cc2c1 (stereo unspecified)	3

Part of the list above in a different format:
compound,Artemis endo inh
COc1ccc(-n2sc3c(c2=S)-c2cc(OC)ccc2NC3(C)C)cc1,3
C#CCOC(=O)C(NC(=O)c1ccccc1)=C(C)C,-6
COc1ccc2cc(C(=O)N3CCCCCC3)sc(=O)c2c1OC,-2
O=C(NC1(C(F)(F)F)C(=O)Nc2c1c(=O)[nH]c(=O)n2Cc1ccco1)C1CC1 (stereo unspecified),9
Cc1cc(NC(=O)CCS(=O)(=O)c2nc(-c3ccccc3)cc(C(F)(F)F)n2)no1,0
CCSc1nc(N2CCOCC2)c2ccccc2n1,-4
CCOC(=O)C1CCCN(Cc2nc(N)nc(Nc3ccc(C)cc3)n2)C1 (stereo unspecified),20

The main list resumes; the 2 compounds before the break are reprinted first.
SMILES	Artemis endo inh
Cc1ccc(NC(=O)C2CC(=O)NC(Nc3cccc(C)c3)=N2)cc1 (stereo unspecified)	-2
COc1ccc2[nH]c(=O)c(CN(Cc3nnnn3Cc3ccc(F)cc3)CC3CCCO3)cc2c1 (stereo unspecified)	3
C=C(C)c1cccc(C(C)(C)NC(=O)N2CCN(C/C=C/c3ccccc3)CC2)c1	-3
O=C(O)C1C2C=CC(C2)C1C(=O)NCCc1cccc(Cl)c1 (stereo unspecified)	9
Cc1ccc(C)c(N(CC(=O)NCc2ccco2)C(=O)CCC(=O)Nc2ccccn2)c1	-3
Cc1cc(C(=O)CN2C(=O)NC(C)(c3cccc(Br)c3)C2=O)c(C)n1Cc1ccco1 (stereo unspecified)	4
CCOc1[nH]c(/N=C/c2ccco2)c(C#N)c1C#N	7
S=C(Nc1ccccn1)c1ccccn1	17
OC(c1ccccc1)(c1ccc(F)cc1)C(c1ccccc1)N1CCOCC1 (stereo unspecified)	-6
NC(=O)NC(CC(=O)OCC(=O)NC(=O)NCc1ccco1)c1ccc(Cl)cc1 (stereo unspecified)	3
CCOc1ccccc1C1NC(=O)NC(C)=C1C(=O)OC1CCCC1C (stereo unspecified)	15
c1ccc(-n2nc3c(ccc4cnnc43)[nH]2)cc1	-2
COCCn1nnnc1C(c1ccc(OC)cc1)N1CCC(C)CC1 (stereo unspecified)	5
CCOC(=O)c1cnc2nc(C)[nH]n2c1=O	4
COc1ccc(N(CC(=O)N2CCN(Cc3ccc4c(c3)OCO4)CC2)S(C)(=O)=O)cc1OC	-3
COC(=O)c1cnn(-c2nc3c(C)cccc3s2)c1C	3
COc1cc(C(=O)N(CCc2ccccc2)C2=CC3CCC(C2)N3C)cc(OC)c1OC (stereo unspecified)	-1
CN(c1ccccc1)c1nc(N2CCCC2)nc(-n2ccnc2)n1	20
Cc1ccc2[nH]c(=O)c(CN(CCO)Cc3nnnn3CCc3ccccc3)cc2c1	-2
CNS(=O)(=O)c1cccc(C(=O)OCC(=O)c2cc(C)n(-c3ccc4c(c3)OCO4)c2C)c1	8
Cc1ccc2oc(-c3ccccc3)c(C(=O)O)c(=O)c2c1	2
CC(Oc1ccc(Cl)cc1Cl)c1nc(-c2ccc(NC(=O)c3cccnc3)cc2)no1 (stereo unspecified)	-3
Cc1ccc2cc(CNC(C)C)c(=O)[nH]c2c1	4
COc1ccc(OC)c(C(c2nnnn2CCC(C)C)N2CCN(C(=O)c3ccco3)CC2)c1 (stereo unspecified)	-3
O=C(CS(=O)(=O)Cc1ccccc1)Nc1ccc(S(=O)(=O)N2CCCCCC2)cc1	-1
O=C(OC1CCOC1=O)c1ccc2ccccc2n1 (stereo unspecified)	-3
O=S(=O)(c1ccc(Cl)cc1)N1CCN(C2CCCCCC2)CC1	-3
CCOC(=O)CC1=CC(=O)Nc2ccccc2N1	-2
O=C(O)COc1ccc2c(-c3ccccc3)cc(=O)oc2c1	-4
COc1ccc2oc(C(=O)C3CC3)c(N)c2c1	-3
CCCc1nnc(NC(=O)CCC(=O)N2CCCCCC2)s1	2
CN(CCOC(=O)c1ccc2c(c1)OCCO2)C(C)(C)C	-5
COc1ccc(N2CCN(C(c3nnnn3CCc3ccccc3)C(C)C)CC2)cc1 (stereo unspecified)	3
COCC(=O)Nc1ccc(Br)cc1	1
CN(C)c1ccc(C(=O)OCC(=O)Nc2ccc(S(N)(=O)=O)cc2)cc1	29
O=C(CN1C(=O)C2CC=CCC2C1=O)Nc1nnc(SCc2ccc(Cl)cc2)s1 (stereo unspecified)	2
CCN(CC)c1ccc(C2CC(=O)Nc3cc(OC)c(OC)cc32)cc1 (stereo unspecified)	2
CCOC(=O)c1ccc(Oc2nc(N(C)C)nc(N(C)C)n2)cc1	2
C/C=C(\C)CN1CCN(c2ccccc2)CC1	4
CCOC(=O)Cc1csc(NC(=O)c2ccc(NC(C)=O)cc2)n1	-7
CC(C)CC(=O)Nc1sc2c(c1C#N)CC(C)(C)NC2(C)C	-2
COC(=O)Cc1c(C)c2ccc(OCC(=O)NCc3ccc4c(c3)OCO4)cc2oc1=O	2
CC1=C(OC(=O)c2ccc(Br)cc2)C(C)(C)C(c2ccccc2)OC1=O (stereo unspecified)	3
O=S(=O)(NCC1CCCO1)c1cccc(S(=O)(=O)N2CCCC2)c1 (stereo unspecified)	2
Cc1ccccc1NC(=O)c1ccc2c(c1)C(=O)N(CCC(C)C)C2=O	-7
CC1(C)CC(=O)C(C=NCc2cccnc2)=C(O)C1	3
COc1ccc(NC(=O)C(NC(C)=O)C(=O)NCc2ccccc2Cl)cc1 (stereo unspecified)	-1
O=C(CSCc1c(Cl)cccc1Cl)NCc1ccco1	-7

Bioassay records deposited in PubChem by Sanford-Burnham Center for Chemical Genomics.
